# Assay outcomes as filed in PubChem.
# MmCpn inh: blocks the Methanococcus maripaludis chaperonin Mm-Cpn. purified Mm-Cpn ATPase, ADP Transcreener TR-FRET. Potency, µM (titrated, usually from 76.9 µM), without a hit: at the highest dose activity, negative = inhibition, usual class: inhibitors. 0.031% of 330,000 active; note: potency is the fitted concentration of half-maximal effect; % is set by controls: 0 for no effect and ±100 for the full control effect; nearly all actives have a fitted effect of over 80% in size
#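 Quantitative HTS used 25 nM Mm-CPN and 10 uM ATP in magnesium/KCl Tris buffer, pH 7.4, with 1 mM DTT. Hydrolysis ran 30 min at 37°C; ADP was read by HTRF.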
# HepG2 tox: kills HepG2 cells in TGF-b inhibitor counter-screen | HepG2 CAGA-GFP viability, ATP luminescence, 18 h | Potency, µM (titrated, usually from 46.1 µM), for the others: at the top dose activity change, negative = cytotoxicity, usual class: cytotoxic | 0.76% of 410,000 active; note: potency is the fitted concentration of half-maximal effect; some results filed as inactive show a strong effect at the top dose
#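 HepG2 CAGA-GFP cells (1000/well, DMEM with 1% FBS) received compound, then TGF-beta at 500 pg/mL final, and were incubated 18 hours at 37 degrees C. Viability was read by CellTiter-Glo luminescence. Media-only wells were set as complete cell-killing and DMSO as no toxicity.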
# Nrf2 block: blocks Nrf2 signaling | AID 504444 | Potency, µM (top dose mostly 46 µM), inactives show at the highest dose activity change, negative = inhibition, hits mostly inhibitors | 2.1% of 360,000 active | A549 ARE-Fluc reporter, luciferase luminescence, 18-24 h; note: potency is the fitted concentration of half-maximal effect; % is set by controls: 0 for no effect and ±100 for the full control effect; nearly all actives have a fitted effect of over 60% in size
#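 Cells were seeded and rested 2 h, then exposed to compounds for 18-24 h. CellTiter-Fluor was read first as a viability measure. BugLite was added 15 min before the final luminescent read of ARE-luciferase activity in A549 cells.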
# A549 tox: A549 cytotoxicity, counter-screen for Nrf2 inhibitors. AID 504648. Potency, µM (doses to about 46 µM), for the others: at the highest dose activity change, negative = cytotoxicity, actives largely listed as inhibitors. A549 ARE-Fluc cells, CellTiter-Fluor viability, 18-24 h. 0.16% of 390,000 active; note: potency is the fitted concentration of half-maximal effect; % is set by controls: 0 for no effect and ±100 for the full control effect
#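 Cytotoxicity counterscreen: CellTiter-Fluor fluorescence was measured in A549 ARE_Fluc cells after 18-24 h of compound exposure in a concentration series. The subsequent BugLite luminescent read reports ARE-luciferase activity.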
# Nrf2 activator: activates Nrf2 signaling. AREc32 ARE-luciferase reporter (MCF7-derived line), luminescence, 24 h. Potency, µM (doses to about 46.1 µM), without a hit: at the top dose activation, most hits filed as activators. 0.31% of 410,000 active. AID 624171; note: potency is the fitted concentration of half-maximal effect; % of control where 0% means no effect; nearly all actives have a fitted effect of over 65% in size
#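 Luminescent ARE reporter assay in AREc32_Fluc cells: overnight plating at 37 deg C, 24 hr compound incubation, Steady-Glo added, 30 min RT before reading.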
# CCT chaperon mod: changes cytosolic chaperonin activity; purified chaperonin ATPase assay, HTRF ADP detection, 30 min; activity change, % (concentration not given with the values), hits read low; 0.3% of 360,000 active; in the data active = activity change below about -30%; note: % is set by controls: 0 for no effect and ±100 for the full control effect
#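 First, chaperonin was dispensed at 40 nM or 20 nM final depending on batch activity. Next, compounds were pinned at 76 uM and ATP added at 10 uM. After 30 min at 37 °C, ADP detection reagents ran 30 min at ambient temperature.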
# TGFb inhibitor: blocks TGF-b signaling; HepG2 CAGA-GFP TGF-b/SMAD3 reporter, GFP fluorescence, 18 h; TGF-beta stimulated, 500 pg/mL final; Potency, µM (titrated, usually from 46.1 µM), without a hit: at the top dose activity, negative = inhibition, most hits filed as inhibitors; 1.2% of 410,000 active; AID 588855; note: potency is the fitted concentration of half-maximal effect; % is set by controls: 0 for no effect and ±100 for the full control effect; nearly all actives have a fitted effect of over 65% in size
#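 First, reporter cells (HEPG2 CAGA-GFP) rested 2 h at 37 degrees C. Next, compounds were pinned in and TGF-beta added to 500 pg/mL final. After 18 h, GFP was imaged per cell and summed per well.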
# S2 tox: cell viability loss in ATXN counter-screen; S2 cells (HEK-293 line with an ATXN2-luciferase reporter) viability, CellTiter-Fluor protease fluorescence, 24 h; Potency, µM (titrated, usually from 56.7 µM), most hits filed as cytotoxic; 0.49% of 400,000 active; note: potency is the fitted concentration of half-maximal effect; nearly all actives have a fitted effect of over 40% in size
# pAkt inh: Akt phosphorylation inhibition; activity change, % for hits at 50 µM; 0.32% of 360,000 active; Neuro2A IGF-stimulated pAkt S473 HTRF, 20 min; stronger effect = lower value; in the data active = activity change below about -80%; inconclusive = mostly about -51% to -80%; note: % is set by controls: 0 for no effect and ±100 for the full control effect
#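 Single-point screen (50 µM final compound) in Neuro2A cells stimulated 20 min with 6 nM IGF at 37 deg C. After lysis, Ser473-phosphorylated Akt read by HTRF (ex 330 nm, em 615/665 nm) as the 665/615 ratio.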
# An asterisk follows results filed as active; i = inactive; ? = inconclusive; . = no result given; [ ] = remark or other dose. Unless noted, calls come from the whole dose curve; as a rule, active = well fitted curve in the direction sought with a large enough effect; inconclusive = small, poorly fitted or top-dose-only effect, or another doubt; inactive = no such curve, though single readings can be large; an effect the other way counts as inactive or inconclusive.
compound	Nrf2 activator	HepG2 tox	A549 tox	CCT chaperon mod	TGFb inhibitor	MmCpn inh	pAkt inh	S2 tox	Nrf2 block
CCOc1ccc(CN2CCN(Cc3nc4c(s3)CCCC4)CC2CCO)cc1 (configuration not stated)	0.1%	-16%	1%	-0.4	-4%	-1%	i	i	-3%
Cc1ccc(C2(C)NC(=O)N(CC(=O)Nc3ccc4[nH]c(=O)[nH]c4c3)C2=O)cc1 (configuration not stated)	-1.3%	-7%	-17%	-1.6	-10%	1%	i	i	-16%
CCOc1cc2[nH]c(=O)n(CCc3ccc(OC)c(OC)c3)c(=O)c2cc1OCC	0.0%	-45%	-10%	-0.7	0%	-1%	i	i	-15%
Cc1cc(C(=O)NCc2ccccc2)c2c(C)nn(-c3cccc(F)c3)c2n1	14%	-19%	5%	.	-17%	.	.	i	5%
O=C(NCCCN1CCCC1=O)c1ccc2c(c1)NC(=O)C(N1CCOCC1)S2 (configuration not stated)	-0.5%	-21%	-1%	-1.6	-7%	-1%	i	i	-1%
CC(C)(C)OC(=O)N1CCc2onc(-c3ccc(Cl)cc3)c2C1=O	-0.4%	-3%	.	-2.5	-3%	.	i	i	.
CCOC(=O)C1=C(C)Nc2ncnn2C1c1cc(Br)ccc1F (configuration not stated)	5.3%	-14%	-19%	-1.8	-25%	1%	i	i	?
CCOC(=O)Cn1c(=O)n(CC2CCCO2)c2nc(-c3cccc(C)c3)nc(C(N)=O)c21 (configuration not stated)	-0.9%	-6%	-1%	.	-2%	.	.	i	.
Cc1cccc(C(=O)NC(=S)NNC(=O)COc2ccc(Cl)cc2)c1	5.4%	-14%	4%	2.8	-10%	-10%	i	i	-17%
O=C(Cn1cc(F)c(=O)[nH]c1=O)NCCO	-0.3%	1%	4%	-1.0	-11%	0%	i	i	0%
CCCN1Cc2cccc(C(=O)Nc3ccc(OC)cc3OC)c2C1=O	0.7%	-52%	15%	.	21%	.	.	i	-19%
COCCNC(=O)/C(C#N)=C/c1ccc(SC)cc1	14%	-6%	2%	-0.2	-17%	0%	i	i	13%
O=C(NCC1CCCN(C(=O)c2cccnc2)C1)c1ccc(-c2ccccc2)cc1 (configuration not stated)	-0.5%	-3%	-3%	-2.6	4%	1%	i	i	-26%
CCOC(=O)c1cc2c(ccn2C)n1Cc1ccccc1C	-1.6%	-20%	-12%	-2.3	-23%	-1%	i	i	?
O=C(CNC(=O)c1ccccc1)N/N=C/c1ccc([N+](=O)[O-])o1	11%	-94%	?	0.0	?	-1%	i	?	?
Cn1cnc(C(=O)N2CCN(C(=O)OC(C)(C)C)CC2)c1C(=O)N1CCN(C(=O)OC(C)(C)C)CC1	0.4%	0%	8%	0.1	18%	-1%	i	i	1%
O=C(Nc1cnccn1)c1cccc(C(F)(F)F)c1	-0.3%	-18%	0%[1.84 µM]	-2.2	22%	-1%	i	i	5%
Brc1cc2c(cc1Br)OCCOCCOCCOCCO2	-0.4%	-1%	4%	1.3	-17%	0%	i	i	-7%
CCOc1ccc(/C=N/NC(=O)c2cc(-c3ccccc3)nc3ccccc23)cc1O	3.4%	-41%	?	-2.2	-24%	0%	i	i	?
CC(O)Cn1nc([N+](=O)[O-])nc1N (configuration not stated)	0.2%	5%	1%	0.0	-12%	3%	i	i	7%
Cc1cccc(N2C(=O)CN(Cc3cccs3)C2=S)c1	-0.4%	-23%	1%	-6.0	?	-5%	i	i	?
CN1C(C(=O)c2ccccc2)=C(OC(=O)c2ccc(Br)cc2)c2ccccc2S1(=O)=O	0.3%	-55%	?	.	?	.	.	i	?
CSc1ccccc1NC(=O)CN(C)C(C)C(=O)NC(=O)NC1CCCCC1 (configuration not stated)	-0.5%	-10%	1%	-0.2	0%	-5%	i	i	-21%
c1ccc(Nc2cc(-c3ccccc3)nc3ncnn23)cc1	-0.2%	-18%	-12%	0.3	17%	-1%	i	i	?
CC(OC(=O)CCc1nc2ccccc2c(=O)[nH]1)C(=O)c1ccc(Br)cc1 (configuration not stated)	2.1%	-6%	-7%	-0.7	-1%	0%	i	i	-27%
Nc1[nH]c(C(=O)c2ccccc2)c(-c2ccc(Cl)cc2)c1C(=O)NCc1ccccc1	0.3%	.	.	0.5	.	.	i	i	.
CCCOc1cc(C)c(S(=O)(=O)NCc2cccs2)cc1C	0.2%	-83%	2%	-0.5	?	2%	i	?	?
CC(C)OC(=O)c1cc(C(=O)c2cc(Br)ccc2O)coc1=N	4.9%	-6%	4%	-1.0	-14%	-1%	i	i	-20%
CCCCn1c(N)c(N(CCOC)C(=O)c2c(C)noc2C)c(=O)[nH]c1=O	-0.2%	1%	-1%	-2.5	2%	2%	i	i	2%
c1nc2ccc(Cc3ccc4nc[nH]c4c3)cc2[nH]1	2.4%	19%	3%	-2.3	17%	-2%	i	?	2%

# Laid out differently: entries from further up.
CCOC(=O)C1=C(C)Nc2ncnn2C1c1cc(Br)ccc1F (configuration not stated)
  Nrf2 activator: 5.3%
  HepG2 tox: -14%
  A549 tox: -19%
  CCT chaperon mod: -1.8
  TGFb inhibitor: -25%
  MmCpn inh: 1%
  pAkt inh: i
  S2 tox: i
  Nrf2 block: ?
CCOc1cc2[nH]c(=O)n(CCc3ccc(OC)c(OC)c3)c(=O)c2cc1OCC
  Nrf2 activator: 0.0%
  HepG2 tox: -45%
  A549 tox: -10%
  CCT chaperon mod: -0.7
  TGFb inhibitor: 0%
  MmCpn inh: -1%
  pAkt inh: i
  S2 tox: i
  Nrf2 block: -15%
CCOc1ccc(CN2CCN(Cc3nc4c(s3)CCCC4)CC2CCO)cc1 (configuration not stated)
  Nrf2 activator: 0.1%
  HepG2 tox: -16%
  A549 tox: 1%
  CCT chaperon mod: -0.4
  TGFb inhibitor: -4%
  MmCpn inh: -1%
  pAkt inh: i
  S2 tox: i
  Nrf2 block: -3%
CC(C)(C)OC(=O)N1CCc2onc(-c3ccc(Cl)cc3)c2C1=O
  Nrf2 activator: -0.4%
  HepG2 tox: -3%
  A549 tox: .
  CCT chaperon mod: -2.5
  TGFb inhibitor: -3%
  MmCpn inh: .
  pAkt inh: i
  S2 tox: i
  Nrf2 block: .

# The list goes on.
compound	Nrf2 activator	HepG2 tox	A549 tox	CCT chaperon mod	TGFb inhibitor	MmCpn inh	pAkt inh	S2 tox	Nrf2 block
Cc1ccccc1NC(=O)NNC(=O)COc1ccc2ccccc2c1	0.0%	0%	0%	1.2	7%	-7%	i	i	1%
COC(=O)c1ccc(N2C(c3ccsc3)=Cc3cc4c(cc3C2CC(=O)c2ccco2)OCO4)cc1 (configuration not stated)	-1.1%	.	.	-0.4	.	.	i	i	.
Cc1ccccc1C(=O)Nc1ccccc1C(=O)NCc1ccccc1	0.4%	2%	-2%	-0.6	-1%	1%	i	i	15%
COc1ccc(OC)c(C=NN=Cc2cc(OC)ccc2OC)c1	0.1%	-21%	.	-1.2	-12%	.	i	i	.
O=C1/C(=C/c2cccs2)SC(=S)N1c1cccc(O)c1	8.5%	-31%	-2%	-0.2	?	0%	i	i	13%
Cn1c(=O)c2c(nc(N/N=C/c3ccc(OC(=O)c4ccco4)cc3)n2Cc2ccc(F)cc2)n(C)c1=O	1.6%	-19%	-6%	-1.3	0%	2%	i	i	?
Cc1nc(N2CCN(Cc3ccccc3)CC2)c(C#N)c2c1COC(C)(C)C2	-0.8%	-6%	10%	-2.0	-2%	-4%	i	i	.
O=[N+]([O-])c1cc2c(cc1Br)CCN2	0.3%	1%	-4%	-1.6	5%	4%	i	i	26%
CCOc1ccccc1NC(=O)c1c(NC(=O)c2ccccc2)sc2c1CCCC2	0.6%	-38%	2%	.	-24%	.	.	i	-1%
CCOC(=O)N1CCC(NC(=O)c2cc(C(=O)Nc3ccc(S(=O)(=O)N4CCCCC4)cc3)ccc2CO)CC1	-0.3%	-29%	-7%	-0.5	-11%	1%	i	?	?
CCCOc1ccc(-c2c(=O)n(O)c3ccccc3[n+]2[O-])cc1	3.8%	1%	-9%	0.5	0%	-1%	i	i	5%
O=C(CSc1nnc2ccc(-c3ccccn3)nn12)Nc1ccccc1	-0.5%	2%	-3%	-0.7	-20%	0%	i	i	4%
O=C(NCc1ccccn1)c1ccc(CNS(=O)(=O)c2cccc(C(F)(F)F)c2)cc1	0.2%	0%	10%	1.7	?	1%	i	?	0%
O=C(NC1CCCCC1)C1CCCN1S(=O)(=O)c1ccc(F)cc1 (configuration not stated)	-0.1%	2%	1%	-0.8	6%	-2%	i	i	0%
CC[n+]1c(/C=C/Nc2ccccc2)oc2ccc(OC)cc21	0.3%	1%	-10%	1.8	0%	0%	i	i	11%
CCOC(=O)c1c(NC(=O)c2cccc(N3C(=O)CCC3=O)c2)sc(C)c1C	0.2%	-10%	-5%	-1.4	-1%	-5%	i	i	-26%
CCN(CC)C(=O)c1cc2c(=O)n3cccc(C)c3nc2s1	9.0%	-5%	1%	-0.7	6%	-1%	i	.	0%
COc1ccc(CNC(=O)COCc2cc(-c3cccs3)on2)cc1	0.1%	-13%	5%	.	?	.	.	.	12%
O=C(N/N=C/c1ccccn1)c1cc(-c2cccc3ccccc23)n[nH]1	-0.1%	-43%	1%	0.2	-15%	-9%	i	i	?
COc1ccc(N2CCN(C(=O)c3cccc(NC4=NC5CS(=O)(=O)CC5S4)c3)CC2)cc1 (configuration not stated)	-0.5%	-1%	0%	-0.8	7%	2%	i	i	4%
CCC(CC)c1nnc(NC(=O)CS(=O)(=O)c2ccc(C)cc2)s1	-0.7%	9%	0%	0.3	-1%	1%	i	i	18%
Cc1nc2sc(C(c3ccccc3)N3CCOCC3)c(O)n2n1 (configuration not stated)	-0.4%	4%	1%	-2.0	1%	-2%	i	i	5%
